Source: PubChem (National Center for Advancing Translational Sciences (NCATS))
TRPV1 ag: activates the human vanilloid receptor TRPV1 | TRPV1-expressing cells, Fluo-8 calcium influx, agonist mode | AID 540275 | activation, % at 8.33 µM | 0.19% of 320,000 active | Q8NER1; in the data active = activation above about 80%; inconclusive = between about 30% and that limit; note: 0% is about no effect
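Fluo-8 calcium influx in TRPV1-expressing cells, kinetic read (ex 480/em 520 nm). Compound added and read 3 min for agonist activity, followed by capsaicin at EC20 final and 2 min further read for enhancement.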
AT treatment: candidate therapy for ataxia-telangiectasia; 0.19% of 320,000 active; […] A-T fibroblasts, KAP-1 phosphorylation AlphaLISA; neocarzinostatin DNA damage 30 min before lysis; Potency, µM (highest dose often 57.5 µM), for inactives: at the highest dose activation, hits mostly activators; note: potency is the fitted concentration of half-maximal effect; % of control where 0% means no effect; nearly all actives have a fitted effect of over 45% in size
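ATM-like activity read as KAP-1 phosphorylation via AlphaLISA donor/acceptor antibody pairs after lysis and 6 hr at 25C. Cells were ATM-null patient fibroblasts ([…], hTERT), dosed 60 min, then exposed to the DSB inducer NCS for 30 min.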
Eya2 inh: inhibitors of human Eya2 phosphatase activity | recombinant Eya2, OMFP fluorescence dephosphorylation (OMFP is methylfluorescein phosphate) | Potency, µM (titrated, usually from 76.9 µM), for the others: at the top dose activity, negative = inhibition, hits mostly inhibitors | 0.006% of 330,000 active | AID 488837; note: potency is the fitted concentration of half-maximal effect; % is set by controls: 0 for no effect and ±100 for the full control effect
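Eya2 protein (added as 0.2 uM solution) was preincubated with compound for 10 min at ambient temperature in 50 mM HEPES pH 7.5, 50 mM NaCl, 5 uM MgCl2, 0.05% BSA, 1 mM DTT. OMFP (added at 50 uM) then reacted 10 min; fluorescence read at 485/525 nm.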
hERG WT inh: inhibitors of human wildtype KCNH2 potassium channel. Q12809. AID 720551. 0.37% of 340,000 active. U2OS, BacMam KCNH2, thallium flux FluxOr; active compounds read low. activity change, % at 1.84 µM;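 active = maximum activity change below -70%; inconclusive = maximum activity change between -70% and -50%; inactive = maximum activity change above -50%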; note: % is set by controls: 0 for no effect and ±100 for the full control effect
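U2OS cells were transduced with wild-type KCNH2 virus (2.03 x 10^8 / mL) for 4 h at room temperature, then cultured overnight at 37 C. Thallium flux was read with FluxOr dye. Rate constants were normalized to DMSO controls.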
Mito fusion act: blocks mitochondrial division or promotes mitochondrial fusion | S. cerevisiae fusion-defective mutant growth rescue, CellTiterGlo 48 h | Potency, µM (doses to about 46.1 µM), without a hit: at the highest dose growth rescue (activation), usual class: activators | 0.23% of 320,000 active | AID 485298;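 note: potency is the fitted concentration of half-maximal effect; % of control where 0% means no effect; nearly all actives have a fitted effect of over 45% in size; temperature-sensitive fusion mutants such as fzo1-1 at 37 °C on non-fermentable ethanol glycerol medium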
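Luminescent cell viability in 1536-well qHTS format served as the measure of rescued growth in ts fusion-mutant S. cerevisiae cultured on non-fermentable YPEG for 48 hours at 37C.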
ELG1 DNA repair: ELG1-dependent DNA repair inhibition | 2.3% of 330,000 active | HEK293T ELG1-luciferase reporter, luminescence, 16 h; DNA damage induced by 5-fluorouridine | Potency, µM (doses to about 46.1 µM), inactives show at the top dose activity change, negative = inhibition, actives largely listed as inhibitors | AID 504467; note: potency is the fitted concentration of half-maximal effect; % is set by controls: 0 for no effect and ±100 for the full control effect; nearly all actives have a fitted effect of over 55% in size
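5-Fluorouridine DNA damage + compound/DMSO, 2,000 cells/well, 16 h, 37 °C/5% CO2. ONE-Glo, 30 min RT, luminescence. Readout = decrease in reporter signal.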
TSHR antagonist: antagonists of human thyroid stimulating hormone receptor; TSHR-expressing cells, TSH-stimulated cAMP HTRF, 2 h; active compounds read low; activity change, negative = inhibition, % at 11.5 µM; 0.2% of 330,000 active; AID 504810;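 active = activity change below a set negative limit, meaning inhibition stronger than a set level, cut at about -70% in these data; inconclusive = activity change between two set negative limits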; note: % is set by controls: 0 for no effect and ±100 for the full control effect
Target sequence (P16473 whole entry, looked up): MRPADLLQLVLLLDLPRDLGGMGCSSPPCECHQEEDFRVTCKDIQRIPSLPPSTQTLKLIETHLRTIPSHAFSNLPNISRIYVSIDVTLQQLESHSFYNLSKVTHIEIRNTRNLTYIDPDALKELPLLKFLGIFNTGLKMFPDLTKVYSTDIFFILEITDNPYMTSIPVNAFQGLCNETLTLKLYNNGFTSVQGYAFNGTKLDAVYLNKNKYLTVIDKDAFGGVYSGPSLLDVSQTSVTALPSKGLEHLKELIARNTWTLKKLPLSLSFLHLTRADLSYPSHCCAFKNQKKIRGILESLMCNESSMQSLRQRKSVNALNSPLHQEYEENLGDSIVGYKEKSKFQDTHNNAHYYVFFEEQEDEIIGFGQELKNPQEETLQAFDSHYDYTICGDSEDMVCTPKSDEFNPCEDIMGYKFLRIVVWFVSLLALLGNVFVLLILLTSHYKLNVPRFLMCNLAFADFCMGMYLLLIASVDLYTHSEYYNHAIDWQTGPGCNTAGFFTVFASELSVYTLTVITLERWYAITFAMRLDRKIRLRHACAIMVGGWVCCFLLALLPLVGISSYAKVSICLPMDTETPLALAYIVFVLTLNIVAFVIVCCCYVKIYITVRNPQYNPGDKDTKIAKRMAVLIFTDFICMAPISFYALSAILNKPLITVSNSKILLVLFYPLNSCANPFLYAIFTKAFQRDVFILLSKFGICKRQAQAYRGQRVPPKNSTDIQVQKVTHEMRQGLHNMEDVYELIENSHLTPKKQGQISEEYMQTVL
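Freshly harvested TSHR cells receive pin-tooled compound, then EC80 TSH at 4nM final. After 2 hours at 37 deg C, antibody in lysis buffer and cAMP-d2 are added; 30 minutes at ambient temperature precede the HTRF read.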
USP2a inh: blocks human ubiquitin-specific protease USP2a | 0.01% of 330,000 active | O75604 | Potency, µM (series often up to 38.3 µM), for inactives: top-dose activity change, negative = inhibition, most hits filed as inhibitors | USP2 core, Ub-CHOP2 coupled fluorogenic reporter, 485/531;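 note: potency is the fitted concentration of half-maximal effect; plate controls were DMSO wells for no effect and full inhibition by NEM control for full effect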
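Cell-free coupled assay: 10nM USP2 core preincubated 30min RT with compound in Tris-HCl pH 8.0/CaCl2/CHAPS buffer, then 25nM Ub-CHOP2 and 25nM reporter substrate; fluorescence (Ex 485/Em 531) read after 60min RT, normalized to NEM inhibition, concentration-response curves fitted.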
TCR act: activators of T cell receptors. primary human leukocytes, anti-CD3, IL-2 HTRF, 48 h. Potency, µM (highest dose often 9.22 µM), for the others: at the top dose activation of IL-2 secretion, usual class: activators. 330,000 tested, under 10 active; note: % of control where 0% means no effect
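Activity was scored as IL-2 release from primary human leukocytes given only a TCR signal (a-CD3 beads) plus compound for 48 hr. Detection used a two-antibody HTRF format read at 665nm.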
KCNH2 3.1 block: inhibitors of human KCNH2 3.1 potassium channel isoform; U2OS KCNH2 3.1, thallium flux FluxOr; active compounds read low; activity change, % (tested at about 1.8 µM); 0.95% of 340,000 active;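 active = maximum activity change below -70%; inconclusive = maximum activity change from -70% to -50%; inactive = maximum activity change above -50%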;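 note: thallium influx rate constant from kinetic fluorescence after stimulation buffer; % is set by controls: 0 for no effect and ±100 for the full control effect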
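U2OS cells transduced with KCNH2 3.1 mutant virus (1.77 x 10^8 /mL, 4 h), plated overnight at 37 C, loaded 45 min with FluxOr dye plus Red40 quencher. Thallium flux rate constant from kinetic reads after stimulation buffer, normalised to controls.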
The depositor's hits bear a star; [ ] = another dose, or the depositor's remark. Unless noted, calls come from the whole dose curve; as a rule, active = well fitted curve in the direction sought with a large enough effect; inconclusive = small, poorly fitted or top-dose-only effect, or another doubt; inactive = no such curve, though single readings can be large; an effect the other way counts as inactive or inconclusive. These rows are one share of the data; rates above refer to the full screens.

N#Cc1ccsc1NC(=O)CN1CCN(Cc2ccccc2)CC1 was read as TRPV1 ag 0, AT treatment 1%, Eya2 inh -2%, hERG WT inh 15, Mito fusion act -2%, ELG1 DNA repair inconclusive, TSHR antagonist -8, USP2a inh 2%, TCR act 5% and KCNH2 3.1 block -13.
For COc1ccc(NS(=O)(=O)c2ccc(F)cc2F)cn1 the results were TRPV1 ag 1, AT treatment 9%, Eya2 inh 9%, hERG WT inh 2, Mito fusion act 4%, ELG1 DNA repair 0%, TSHR antagonist 5, USP2a inh 0%, TCR act 0% and KCNH2 3.1 block -4.
CC(=O)N1CCN(C(=O)c2ccc(NS(=O)(=O)c3cc(C)ccc3C)cc2)CC1 was read as TRPV1 ag 2, AT treatment 9%, Eya2 inh -2%, hERG WT inh 1, Mito fusion act -5%, ELG1 DNA repair 7%, TSHR antagonist -3, USP2a inh 1%, TCR act 4% and KCNH2 3.1 block 6.
`CC(C)N1CCc2c(sc(NC(=O)c3ccc(S(=O)(=O)N4CCCCC4C)cc3)c2C(N)=O)C1` (configuration not stated) gave TRPV1 ag -1, AT treatment 8%, Eya2 inh 9%, hERG WT inh -6, Mito fusion act 3%, ELG1 DNA repair -5%, TSHR antagonist -2, USP2a inh -1%, TCR act -3% and KCNH2 3.1 block -6.
For CCCC(=O)N(Cc1cc(=O)[nH]c2ccccc12)c1ccccc1 the results were TRPV1 ag -2, AT treatment 16%, Eya2 inh -26%, hERG WT inh -11, Mito fusion act 3%, ELG1 DNA repair 4%, TSHR antagonist 22, USP2a inh -2%, TCR act -51% and KCNH2 3.1 block -25.
`O=C(Nc1ccc(S(=O)(=O)Nc2ccccn2)cc1)c1cccc(Br)c1` gave TRPV1 ag 3, AT treatment 13%, Eya2 inh 10%, hERG WT inh 5, Mito fusion act 0%, ELG1 DNA repair -6%, TSHR antagonist 21, USP2a inh 1%, TCR act -6% and KCNH2 3.1 block -3.
Screening COc1ccc2[nH]c(CN3CCN(CC(C)C)C(CCO)C3)c(C)c2c1 (configuration not stated) returned TRPV1 ag -2, AT treatment 0%, Eya2 inh -5%, hERG WT inh 15, Mito fusion act inconclusive, ELG1 DNA repair 5%, TSHR antagonist 27, USP2a inh -3%, TCR act 0% and KCNH2 3.1 block -4.
For O=C(O)/C=C/c1ccc(-c2cccc(C(F)(F)F)c2)o1 the results were TRPV1 ag 2, AT treatment -2%, Eya2 inh 7%, hERG WT inh -3, Mito fusion act 1%, ELG1 DNA repair inconclusive, TSHR antagonist -11, USP2a inh 2%, TCR act 1% and KCNH2 3.1 block 3.
For O=C(Nc1ccccc1)c1cc([N+](=O)[O-])ccc1NCc1cccnc1 the results were TRPV1 ag 12, AT treatment -3%, Eya2 inh -5%, Mito fusion act 3%, ELG1 DNA repair inconclusive, TSHR antagonist -10, USP2a inh -6%, TCR act 3%[46.1 µM] and KCNH2 3.1 block -22.
CCCCN(CC)C(=O)Cn1c(=O)sc2ccccc21 was read as TRPV1 ag -1, AT treatment 3%, Eya2 inh -8%, hERG WT inh -14, Mito fusion act 0%, ELG1 DNA repair 6%, TSHR antagonist -4, USP2a inh 1% and KCNH2 3.1 block -13.
CCc1ccc(NC(=O)c2cc(C(C)C)on2)cc1 was read as TRPV1 ag 82*, AT treatment 18%, Eya2 inh -18%, hERG WT inh 1, Mito fusion act -4%, ELG1 DNA repair inconclusive, TSHR antagonist -12, USP2a inh 1%, TCR act 15% and KCNH2 3.1 block -24.
Screening COc1ccc(/C=N/NC(=O)c2ccccc2O)cc1CN1CCOCC1 returned TRPV1 ag 4, AT treatment 12%, Eya2 inh 3%, hERG WT inh -10, Mito fusion act -2%, ELG1 DNA repair inconclusive, TSHR antagonist 9, USP2a inh 1%, TCR act 5% and KCNH2 3.1 block -10.
Screening O=C(NC1CCCCC1)c1cc(-c2cccs2)on1 returned TRPV1 ag 3, AT treatment 4%, Eya2 inh -9%, hERG WT inh -10, Mito fusion act 13%, ELG1 DNA repair inconclusive, TSHR antagonist 15, USP2a inh 3%, TCR act 2% and KCNH2 3.1 block -71*.
O=S(=O)(c1ccc(Br)s1)N1CCN(CCc2ccccc2)CC1 was read as TRPV1 ag 12, AT treatment 1%, Eya2 inh -3%, hERG WT inh 8, Mito fusion act 6%, ELG1 DNA repair -8%, TSHR antagonist -24, USP2a inh -1%, TCR act -7% and KCNH2 3.1 block -2.
`COc1ccc(OC)c(-c2csc(NC(=O)Cn3[nH]c(=O)c4ccccc4c3=O)n2)c1` gave TRPV1 ag -1, AT treatment 16%, Eya2 inh -5%, hERG WT inh 0, Mito fusion act 9%, ELG1 DNA repair -5%, TSHR antagonist 6, USP2a inh 1%, TCR act -1% and KCNH2 3.1 block -15.
COC(=O)CCN1CCN(S(=O)(=O)c2cccc(Br)c2)CC1 was read as TRPV1 ag 1, AT treatment 4%, Eya2 inh 3%, hERG WT inh -14, Mito fusion act -7%, ELG1 DNA repair 3%, TSHR antagonist 0, USP2a inh 4% and KCNH2 3.1 block -13.
O=C(NCc1ccccc1)C(=O)Nc1cccc(C(=O)O)c1 was read as AT treatment 2%, Eya2 inh -3%, hERG WT inh -8, Mito fusion act 5%, ELG1 DNA repair inconclusive, TSHR antagonist -26, USP2a inh 3%, TCR act -3% and KCNH2 3.1 block -14.
`CCCc1cc(=O)[nH]c(SCC(=O)N(Cc2ccccc2)C(C)C)n1` gave TRPV1 ag 7, AT treatment 1%, Eya2 inh -6%, hERG WT inh 3, Mito fusion act -1%, ELG1 DNA repair -7%, TSHR antagonist -1, USP2a inh 1%, TCR act 2% and KCNH2 3.1 block -1.
`CC(C)(C)OC(=O)N1CCC(NC(=O)c2nc[nH]c2C(=O)NCc2ccccc2)CC1` gave TRPV1 ag 4, AT treatment -1%, Eya2 inh -11%, Mito fusion act -4%, ELG1 DNA repair 13%, TSHR antagonist -9, USP2a inh -1% and TCR act 5%.
Screening Cc1ccc(COc2ccsc2C(=O)NN)cc1 returned TRPV1 ag 16, AT treatment -6%, Eya2 inh -3%, hERG WT inh -2, Mito fusion act 12%, ELG1 DNA repair 5%, TSHR antagonist 13, USP2a inh 7%, TCR act 1% and KCNH2 3.1 block -16.
For O=C(CSC(=S)N1CCCC1)Nc1ncc(Cl)cc1Cl the results were TRPV1 ag 8, AT treatment 3%, Eya2 inh -13%, hERG WT inh -13, Mito fusion act 4%, ELG1 DNA repair 2%, TSHR antagonist 9, USP2a inh -2%, TCR act 2% and KCNH2 3.1 block 0.
O=C(NCCCn1ccnc1)c1ccc(Br)s1 was read as TRPV1 ag -1, AT treatment -3%, Eya2 inh 4%, hERG WT inh 13, Mito fusion act 1%, ELG1 DNA repair 3%, TSHR antagonist -11, USP2a inh 1%, TCR act 0% and KCNH2 3.1 block 7.
Screening COC(=O)c1ccccc1NC(=O)Nc1ccc(C)cn1 returned TRPV1 ag 3, AT treatment 1%, Eya2 inh -7%, hERG WT inh 2, Mito fusion act -3%, ELG1 DNA repair inconclusive, TSHR antagonist 13, USP2a inh 3%, TCR act 1% and KCNH2 3.1 block -6.
For O=C(NCCc1ccc(Cl)cc1)Nc1ccc(F)cc1 the results were TRPV1 ag inconclusive, AT treatment 9%, Eya2 inh 0%, hERG WT inh 2, Mito fusion act -1%, ELG1 DNA repair -1%, TSHR antagonist -2, USP2a inh 1%, TCR act 7% and KCNH2 3.1 block 27.
`CC(C)CNS(=O)(=O)c1ccc(CCC(=O)NCc2cccnc2)cc1` gave TRPV1 ag -2, AT treatment -1%, Eya2 inh -5%, hERG WT inh -6, Mito fusion act 1%, ELG1 DNA repair 6%, TSHR antagonist -5, USP2a inh 0%, TCR act 0% and KCNH2 3.1 block 1.
`O=C(CCS(=O)(=O)c1cccs1)Nc1ccc(C(=O)NCc2cccs2)cc1` gave TRPV1 ag 1, AT treatment 4%, Eya2 inh 20%, hERG WT inh 9, Mito fusion act -1%, ELG1 DNA repair 16µM*, TSHR antagonist 3, USP2a inh -1%, TCR act 4% and KCNH2 3.1 block -7.
Cc1cc(C)c(OCC(=O)Nc2ccc(N3CCOCC3)cc2)c(Br)c1 was read as TRPV1 ag 0, AT treatment 1%, Eya2 inh 0%, Mito fusion act 1%, ELG1 DNA repair -1%, TSHR antagonist -2 and USP2a inh 0%.

2 consecutive entries out of the list so far, for reference:
N#Cc1ccsc1NC(=O)CN1CCN(Cc2ccccc2)CC1 was read as TRPV1 ag 0, AT treatment 1%, Eya2 inh -2%, hERG WT inh 15, Mito fusion act -2%, ELG1 DNA repair inconclusive, TSHR antagonist -8, USP2a inh 2%, TCR act 5% and KCNH2 3.1 block -13.
For COc1ccc(NS(=O)(=O)c2ccc(F)cc2F)cn1 the results were TRPV1 ag 1, AT treatment 9%, Eya2 inh 9%, hERG WT inh 2, Mito fusion act 4%, ELG1 DNA repair 0%, TSHR antagonist 5, USP2a inh 0%, TCR act 0% and KCNH2 3.1 block -4.
